# From PubChem BioAssay
# FLuc counter: qHTS profiling assay for firefly luciferase inhibitor/activator using purifed enzyme and Km concentrations of substrates (counterscreen for miR-21 project); Luciferin 4-monooxygenase (Photinus pyralis), P08659; purified FLuc, Km substrates, luminescence inhibition; Potency, µM (top dose mostly 57.5 µM), inactives show at the highest dose activity change, negative = inhibition, hits mostly inhibitors; 360,000 tested, 6.9% active; AID 588342, 2011;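 also: potency is read from the fitted curve at half-maximal effect; plate controls were vehicle for no effect and reference inhibitor for full effect; nearly all actives have a fitted effect of over 55% in size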
#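 Purified P. pyralis luciferase, 10 nM final, with Km-level 10 uM D-luciferin and 10 uM ATP in 50 mM Tris acetate pH 7.5, 10 mM Mg acetate, 0.01% Tween-20, 0.05% BSA; 6-point qHTS titration about 60 µM downward; luminescence read.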
# NPC1 promoter act: qHTS Assay for NPC1 Promoter Activators; 320,000 tested, 2.4% active; Huh7 NPC1 promoter luciferase reporter, 24 h; Potency, µM (doses to about 9.22 µM), inactives show at the highest dose activation, most hits filed as activators;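 also: potency is read from the fitted curve at half-maximal effect; % of control where 0% means no effect; nearly all actives have a fitted effect of over 60% in size; reporter is driven by a mutant NPC1 promoter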
#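 Compounds in DMSO were transferred onto Huh7 NPC1-luciferase reporter cells pre-incubated 2 h; after 24 h at 37 °C, Amplite reagent was dispensed and luminescence recorded 10 min later.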
# Mito fusion act: qHTS Assay for Small Molecule Inhibitors of Mitochondrial Division or Activators of Mitochondrial Fusion; 320,000 tested, 0.23% active; Potency, µM (titrated, usually from 46.1 µM), inactives show top-dose growth rescue (activation), actives largely listed as activators; S. cerevisiae fusion-defective mutant growth rescue, CellTiterGlo 48 h; AID 485298, 2010;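 also: potency is read from the fitted curve at half-maximal effect; % of control where 0% means no effect; nearly all actives have a fitted effect of over 45% in size; temperature-sensitive fusion mutants such as fzo1-1 at 37 °C on non-fermentable ethanol glycerol medium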
#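 Luminescent cell viability in 1536-well qHTS format served as the measure of rescued growth in ts fusion-mutant S. cerevisiae cultured on non-fermentable YPEG for 48 hours at 37C.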
# Gal4-VP16 FLuc: VP16 counterscreen qHTS for inhibitors of ROR gamma transcriptional activity; Potency, µM (titrated, usually from 53.6 µM), inactives show at the highest dose activity, negative = inhibition, hits mostly inhibitors; Drosophila S2 Gal4-VP16 UAS-luciferase, luminescence, 20 h; 310,000 tested, 3.5% active; AID 2546, 2010;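 also: Gal4-VP16 expression switched on by copper sulfate through the metallothionein promoter; potency is read from the fitted curve at half-maximal effect; % is scaled to controls: 0 for no effect and ±100 for the full control effect; nearly all actives have a fitted effect of over 50% in size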
# ELG1 DNA repair: qHTS screen for small molecules that inhibit ELG1-dependent DNA repair in human embryonic kidney (HEK293T) cells expressing luciferase-tagged ELG1 | HEK293T ELG1-luciferase reporter, luminescence, 16 h; DNA damage induced by 5-fluorouridine | Potency, µM (titrated, usually from 46.1 µM), without a hit: at the top dose activity change, negative = inhibition, usual class: inhibitors | 330,000 tested, 2.3% active | AID 504467, 2011; also: potency is read from the fitted curve at half-maximal effect; % is scaled to controls: 0 for no effect and ±100 for the full control effect; nearly all actives have a fitted effect of over 55% in size
#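 HEK293T cells expressing luciferase-tagged ELG1 (2,000/well) received 5-Fluorouridine plus compound or DMSO for 16 hr at 37 °C. Luciferase was read by ONE-Glo luminescence after 30 min at room temperature.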
# MBNL1 CUG block: qHTS Assay for Inhibitors of MBNL1-poly(CUG) RNA binding. Muscleblind-like protein 1 (Homo sapiens), Q9NR56. Potency, µM (titrated, usually from 57.5 µM), inactives show at the top dose activity change, negative = inhibition, most hits filed as inhibitors. TR-FRET MBNL1-His/biotin-(CUG)12 binding, 665/545 ratio. 280,000 tested, 0.036% active; active = well fitted inhibition curve with a large enough effect in the signal ratio, with a control signal flat, not every such curve was filed as active; inconclusive = small, poorly fitted or top-dose-only effect, or effect the other way, or a change in a side signal; inactive = no such curve, though single readings can be large or run the other way; the % refers to the signal ratio; also: potency is read from the fitted curve at half-maximal effect; % is scaled to controls: 0 for no effect and ±100 for the full control effect
#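 TR-FRET between His-tagged MBNL1 and biotin-(CUG)12 RNA, detected with Tb anti-His antibody (0.055 ng/ul) and streptavidin-XL665 (5 nM), 60 min at room temperature. Compounds titrated 92 nM to 58 uM; 665/545 nm ratio normalized to buffer and complex controls.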
# RORg inh: qHTS for inhibitors of ROR gamma transcriptional activity. Nuclear receptor ROR-gamma (Mus musculus), P51450. Drosophila S2 Gal4-RORgamma UAS-luciferase reporter, 20 h. Potency, µM (doses to about 53.6 µM), without a hit: at the highest dose activity change, negative = inhibition, hits mostly inhibitors. 310,000 tested, 5.4% active. AID 2551, 2010; also: potency is read from the fitted curve at half-maximal effect; % is scaled to controls: 0 for no effect and ±100 for the full control effect; nearly all actives have a fitted effect of over 60% in size
# Target sequence (P51450 whole entry, looked up, the tested form may be a part): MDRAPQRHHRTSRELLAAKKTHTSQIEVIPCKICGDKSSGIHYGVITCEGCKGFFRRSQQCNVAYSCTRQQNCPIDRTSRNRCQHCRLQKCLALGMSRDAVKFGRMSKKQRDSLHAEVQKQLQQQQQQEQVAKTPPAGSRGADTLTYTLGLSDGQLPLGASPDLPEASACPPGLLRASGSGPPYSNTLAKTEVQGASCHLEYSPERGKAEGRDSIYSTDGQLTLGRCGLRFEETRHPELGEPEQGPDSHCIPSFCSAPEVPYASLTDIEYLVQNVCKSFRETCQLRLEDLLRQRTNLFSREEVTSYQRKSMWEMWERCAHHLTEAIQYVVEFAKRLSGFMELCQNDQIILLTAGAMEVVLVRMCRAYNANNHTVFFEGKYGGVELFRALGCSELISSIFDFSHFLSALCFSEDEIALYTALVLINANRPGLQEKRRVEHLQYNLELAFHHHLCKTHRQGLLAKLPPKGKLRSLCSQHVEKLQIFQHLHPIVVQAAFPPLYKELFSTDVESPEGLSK
#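 Drosophila S2 cells stably expressing Gal4-DBD/mouse RORγ fusion under metallothionein promoter plus UAS-luciferase; compound 1 h, then 700 uM CuSO4 induction for 20 h at ambient temperature; inhibition read as reduced luminescence.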
# PKM2 act: qHTS Assay for Activators of Human Muscle isoform 2 Pyruvate Kinase | Pyruvate kinase PKM (Homo sapiens), P14618 | 260,000 tested, 0.34% active | Potency, µM (series often up to 57.5 µM), for inactives: at the highest dose activation, most hits filed as activators | purified PKM2, Kinase-Glo ATP luminescence, activation; response scale: 0% is enzyme alone, no compound; also: potency is read from the fitted curve at half-maximal effect; % is scaled to controls: 0 for no effect and ±100 for the full control effect; nearly all actives have a fitted effect of over 55% in size
#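 Kinase-Glo luminescence reports ATP generated from ADP (0.1 mM) and PEP (0.5 mM) by purified hPK-M2 after 1 h at room temperature, pH 7.2 imidazole buffer; intermediate enzyme activity allows detecting inhibitors and activators.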
# Menin-MLL TR inh: qHTS Assay for Inhibitors Targeting the Menin-MLL Interaction in MLL Related Leukemias: Competition With Texas Red Labeled MLL-derived Mutant Peptide. O00255. Potency, µM (highest dose often 61.6 µM), without a hit: top-dose FP activity change, negative = inhibition, actives largely listed as inhibitors. 270,000 tested, 0.23% active. Menin + Texas Red MLL mutant peptide, fluorescence polarization; active = well fitted inhibition curve with a large enough effect in the polarisation, with a control signal flat, not every such curve was filed as active; inconclusive = small, poorly fitted or top-dose-only effect, or effect the other way, or a change in a side signal; inactive = no such curve, though single readings can be large or run the other way; the % refers to the polarisation; also: potency is read from the fitted curve at half-maximal effect; % of control where 0% means no effect; many of its hits are not listed in these tables
# Target sequence (O00255 whole entry, looked up): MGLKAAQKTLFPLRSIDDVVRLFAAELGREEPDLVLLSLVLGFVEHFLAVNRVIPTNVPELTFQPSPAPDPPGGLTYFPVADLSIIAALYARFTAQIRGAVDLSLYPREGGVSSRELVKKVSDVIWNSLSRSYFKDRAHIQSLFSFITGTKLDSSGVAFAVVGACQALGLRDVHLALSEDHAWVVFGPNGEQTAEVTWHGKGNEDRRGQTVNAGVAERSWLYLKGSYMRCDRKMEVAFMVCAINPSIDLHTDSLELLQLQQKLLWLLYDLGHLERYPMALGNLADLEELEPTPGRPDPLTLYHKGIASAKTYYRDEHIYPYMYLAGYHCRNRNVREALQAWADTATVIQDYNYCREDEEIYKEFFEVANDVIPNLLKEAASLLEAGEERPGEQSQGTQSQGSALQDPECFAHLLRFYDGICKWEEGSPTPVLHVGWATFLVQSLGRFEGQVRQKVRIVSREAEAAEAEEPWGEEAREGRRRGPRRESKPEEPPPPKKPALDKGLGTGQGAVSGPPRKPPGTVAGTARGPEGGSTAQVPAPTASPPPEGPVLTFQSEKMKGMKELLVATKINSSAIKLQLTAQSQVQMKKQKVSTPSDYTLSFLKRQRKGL
# Rab9 prom act: qHTS Assay for Rab9 Promoter Activators; Potency, µM (series often up to 9.22 µM), inactives show at the highest dose activation, negative = inhibition, most hits filed as activators; Huh7 Rab9 promoter-luciferase reporter, luminescence, 24 h; 320,000 tested, 2.8% active; AID 485297, 2010; also: potency is read from the fitted curve at half-maximal effect; % of control where 0% means no effect; nearly all actives have a fitted effect of over 60% in size
#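 Luminescence from Amplite-detected luciferase (10 minutes, ambient) reports Rab9 promoter activation. Before that, stable Rab9-luciferase Huh7 cells (1500/well, reduced-serum OP-MEM I plus 10% FBS) were exposed to compound for 24 hours at 37C.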
# KCNH2 3.1 inh: qHTS for Inhibitors of KCHN2 3.1: Mutant qHTS; U2OS KCNH2 3.1, thallium flux FluxOr; hits give low values; activity change, % (tested at about 1.8 µM); 340,000 tested, 0.95% active; Potassium voltage-gated channel subfamily H member 2, brain isoform KCNH2 3.1 (human); AID 720553, 2013;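 active = maximum activity change below -70%; inconclusive = maximum activity change from -70% to -50%; inactive = maximum activity change above -50%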;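 also: thallium influx rate constant from kinetic fluorescence after stimulation buffer; % is scaled to controls: 0 for no effect and ±100 for the full control effect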
#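 Normalized rate constant (relative to positive and negative DMSO controls) derived from a 2 min kinetic fluorescence read after stimulation; U2OS cells expressing the 3.1 isoform via virus at 1.77 x 10^8 /mL.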
# * hit, by the source's call; ? = inconclusive; nt = no result given; [ ] = dose if it differs, or a comment. Unless noted, calls follow the shape of the dose curve; as a rule, active = well fitted curve in the direction sought with a large enough effect; inconclusive = small, poorly fitted or top-dose-only effect, or another doubt; inactive = no such curve, though single readings can be large; an effect the other way counts as inactive or inconclusive. A portion of the library; count on the stated rates, not on these rows.
SMILES,FLuc counter,NPC1 promoter act,Mito fusion act,Gal4-VP16 FLuc,ELG1 DNA repair,MBNL1 CUG block,RORg inh,PKM2 act,Menin-MLL TR inh,Rab9 prom act,KCNH2 3.1 inh
COc1ccc(C(=O)C[n+]2cccc(C)c2C)cc1[N+](=O)[O-],-4%,-4%,-7%,-6%,28%,-5%,10%,-4%,-9%,-3%,9
COC(=O)c1ccc(N2CCCCC2)c(NC(=O)c2ccco2)c1,2%,-5%,23%,-5%,23µM*,1%,-20%,nt,-26%,-7%,3
CCOP(=O)(c1ccc(N(C)C)cc1)C(O)c1ccccc1 (stereo unspecified),-1%,11%,1%,-8%,5%,5%,4%,-4%,-9%,0%,9
CCN(CC)c1ccc(/C=N/NC(=O)Nc2ccccc2)cc1,5.4µM*,4µM*,-5%,?,?,20%,?,2%,?,3.2µM*,5
CCC(C)Sc1nnc(CSc2nc3nc(C)cc(C)n3n2)o1 (stereo unspecified),-2%,-4%,1%,5%,9%,-15%,7%,1%,-1%,4%,-9
CCOc1ccccc1CNC(CC)CO (stereo unspecified),0%,-3%,-3%,4%,11%,-7%,1%,-15%,-7%,1%,-6
O=C(NCCC1=CCCCC1)C1CCN(S(=O)(=O)c2ccc(-n3cnnn3)cc2)CC1,11%,1%,-3%,3%,-3%,0%,9%,-4%,12%,6%,-36
C=CCn1nnnc1SCC(=O)Nc1ccc(C(=O)OC)cc1,0%,3%,2%,-19%,9%,6%,-9%,-1%,nt,3%,4
Cc1ccc(C)c(NS(=O)(=O)c2cc(C(=O)Nc3ccccc3-c3ccccc3)ccc2Cl)c1,2%,-9%,-6%,1%,?,-11%,22%,-11%,?,-1%,-47
Cc1cnc(C(=O)Nc2ccc(-n3cnnn3)cc2)cn1,1%,2%,1%,2%,?,-3%,16%,0%,-22%,-1%,0
O=C(NCCCN1CCN(CCCNC(=O)c2cccc(Cl)c2)CC1)c1cccc(Cl)c1,1%,-2%,-2%,0%,4%,-9%,8%,1%,-14%,-9%,-89*
COC(=O)c1cc(NC(=O)c2cc(C)oc2C)cc(C(=O)OC)c1,?,-3%,7%,0%,?,-5%,?,13%,-23%,-2%,-14
COc1cc(OC)cc(C(=O)NNC(=S)NC2CC2)c1,0%,1%,2%,-15%,14%,5%,-32%,-2%,2%,-7%,-10
COc1ccc(CC(NC(C)=O)C(=O)NC2CCN(c3nc(C)cc(C)c3C#N)CC2)c(OC)c1 (stereo unspecified),-1%,0%,1%,-9%,?,19%,2%,-2%,-12%,2%,-7
C=CCNC(=O)c1cc2c(=O)n3cc(C)ccc3nc2nc1NCC1CCCO1 (stereo unspecified),-2%,0%,-2%,-12%,16%,?,-9%,1%,4%,-8%,nt
CC(=O)Nc1ccc(S(=O)(=O)NC2CCCCCC2)cc1,1%,-3%,0%,-11%,-1%,-2%,9%,1%,14%,-12%,-3
O=C1CC2(CCN(C(=O)COc3ccccc3)CC2)Oc2ccccc21,3%,-3%,-4%,nt,-2%,nt,nt,nt,nt,-6%,-33
COc1ccccc1NC(=O)COc1ccccc1C(=O)Nc1ccccc1,?,-1%,-2%,3%,?,-11%,-25%,2%,?,0%,-10
O=C(O)COc1ccccc1/C=N/NC(=O)Cc1csc(Nc2cccc(C(F)(F)F)c2)n1,?,-6%,-6%,3%,3%,-1%,28%,6%,18%,4%,12
O=S(=O)(Nc1nc2ccccc2nc1NCC1CCCO1)c1ccc(F)cc1 (stereo unspecified),-2%,3%,7%,-5%,?,-4%,20%,5%,nt,-3%,-21
COc1ccccc1CNC(=O)C(CCSC)NS(=O)(=O)c1ccc2c(c1)oc(=O)n2C (stereo unspecified),0%,0%,3%,0%,-2%,5%,22%,1%,17%,4%,12
Cc1cc(C)nc(SCC(=O)c2ccc3c(c2)OCCO3)n1,-9%,1%,4%,9%,-2%,-9%,1%,2%,2%,4%,-20
CC(C)c1ccccc1OCC(=O)NCC(c1cccs1)N1CCOCC1 (stereo unspecified),1%,-1%,6%,-5%,?,10%,?,-4%,-12%,-11%,-9
O=[N+]([O-])c1cccnc1NCCc1c[nH]c2ccccc12,?,3.5µM*,-14%,?,?,21%,?,nt,24%,2.5µM*,5
CC1(C)CC(CC(=O)O)(c2ccccc2)CCO1 (stereo unspecified),12%,0%,-1%,-1%,6%,-4%,2%,0%,2%,-9%,-20
NC(=O)CSc1nnc(-c2cccc(S(=O)(=O)N3CCCCC3)c2)o1,-1%,2%,3%,-1%,?,6%,4%,-6%,nt,-2%,6
O=C(NCc1cccnc1)c1ccc2c(c1)N(Cc1ccccc1)CCS2,-3%,0%,5%,-6%,?,nt,5%,5%,nt,-4%,9
CCO[C@@H]1OC(C(N)=O)=C[C@H](c2ccc(Br)cc2)[C@H]1CCCO,-2%,0%,-1%,-5%,11%,-10%,11%,4%,9%,-4%,11
CC1(C)CC(=O)C=C(Nc2ccccc2F)C1,11%,-1%,1%,-6%,12%,-1%,-1%,7%,1%,4%,12
Fc1c(F)c(F)c(/C=N/NC(=S)Nc2cccnc2)c(F)c1F,3%,0%,-3%,3.5µM*,?,18%,2.5µM*,3%,-21%,-7%,-4
CCNC(=O)/C(C#N)=C/c1c(N2CCN(Cc3ccc4c(c3)OCO4)CC2)nc2c(C)cccn2c1=O,5%,0%,3%,-10%,21µM*,?,9%,-1%,-7%,2%,6
O=C(NCc1ccccc1F)C1CCN(C(=O)Nc2ccc(F)cc2)CC1,-1%,0%,4%,0%,-20%,0%,9%,nt,-2%,-1%,13
NC(=O)c1ccc[n+](Cc2ccccc2)c1,2%,-3%,3%,7%,13%,20%,2%,-6%,2%,-1%,-25
COCCNC(=O)CSc1nc2ccccc2c(=O)n1CCC(=O)N1CCN(c2ccccc2)CC1,2%,-2%,-16%,6%[10 µM],-10%,0%,15%,-2%,-19%,-3%,2
CC(C)Cn1c(=O)c2ccccc2n2c(CCC(=O)NCc3ccccn3)nnc12,0%,-3%,-3%,-8%,-7%,-5%,-7%,nt,2%,-4%,8
CCC(=O)N/C(N)=N/c1nc(C)c2cc(OC)ccc2n1,11µM*,-1%,7%,6%,?,5%,0%,2%,-3%,23%,7
O=C(CSc1ccsc1[N+](=O)[O-])N1CCN(c2ccccc2)CC1,2%,-1%,19%,-7%,-1%,nt,12%[10 µM],4%,?,-11%,-2
O=C(CCCCCNS(=O)(=O)c1ccc(Br)cc1)NCCN1CCOCC1,4%,-1%,2%,-3%,6%,2%,0%,13%,6%,2%,1
COc1ccc(/C(C)=N/NC(=O)c2ccc(N(C)C)cc2)cc1,3%,-4%,-2%,2%,15%,4%,-9%,-3%,3%,-10%,-17
Clc1ccccc1COc1ccc(/C=N/n2cnnc2)cc1,-9%,-4%,7%,-4%,-10%,-4%,-2%,-6%,12%,-11%,8
COc1cccc(NC(=O)Cn2c(=O)oc3ccccc32)c1,5%[2.3 µM],1%,-4%,4%,-5%,-3%,5%,1%,0%,-2%,4
O=C(Nc1nnc(-c2cccs2)o1)c1ccco1,?,0%,3%,6.3µM*,?,14%,2.5µM*,0%,5%,-4%,4
COc1ccc(/C(C)=N/NC(=O)c2nnn(-c3nonc3N)c2CN(C)c2ccccc2)cc1,2%,-2%,4%,?,-4%,-2%,?,nt,-16%,-7%,-7
